Screens as filed in PubChem.
RmlC RmlD mix: mixture blocks RmlC and RmlD coupled enzyme activity; RmlC/RmlD coupled enzyme inhibition, 384-well mixture HTS; inhibition, % at 5.5 µM; actives 0.39% (n = 110,000); in the data active = inhibition above about 30%, passing the limit was not always enough; inconclusive = no clear call, values can overlap the other calls; also: strong numbers were not always called active
HIV RNase H inh: blocks HIV-1 RNase H cleavage of RNA/DNA duplex. inhibition, % at 10 µM. P04585. RT-RNase H RNA/DNA duplex cleavage, fluorescence. actives 1.9% (n = 65,000); in the data active = inhibition above about 50%
Active calls of the source: *; ? = inconclusive; · = not tested or not shown. Not all compounds are listed; count on the stated rates, not on these rows.

SMILES	RmlC RmlD mix	HIV RNase H inh
CCC(C)Sc1nc(O)cc(=O)[nH]1 (stereo unspecified)	-7.2	-4.9
Cc1csc(NC(=O)C2C3C=CC(C3)C2C(=O)O)n1 (stereo unspecified)	-6.3	·
CCCOc1ccc(/C=C/C(=O)Nc2ccc([N+](=O)[O-])cc2C)cc1	-15.1	·
CC(C)C(=O)NC(=S)Nc1ccccc1C(F)(F)F	4.0	·
O=C(CSc1ncnc2c1nnn2-c1ccc(F)cc1)N1CCN(c2ccccc2)CC1	·	-9.1
CC(=O)OC[C@]1(OC(C)=O)C[C@@]23CC[C@H]4[C@@](C)(CCC[C@@]4(C)C(=O)O)[C@@H]2CC[C@@H]1C3	8.7	·
C=CCN1C(=O)C2(C(C(=O)c3ccc(C)o3)=C(O)C(=O)N2CCCN2CCOCC2)c2ccccc21 (stereo unspecified)	11.2	-3.6
CC(=O)C1=C(O)C(=O)N(c2nnn(C)n2)C1c1cccs1 (stereo unspecified)	37.5	-4.1
CCCCCOc1ccc(C(=O)C(c2ccccc2)N2CCOCC2)cc1 (stereo unspecified)	-6.5	·
CC1CCC(NC(=O)C2CCN(C(=O)NC3CCCCC3)CC2)CC1 (stereo unspecified)	1.7	-6.0
COC(=O)Cn1c(=O)n(CCc2ccccc2)c(=O)c2c3c(sc21)CCCC3	4.5	·
O=C(NC1CCCC1)c1ccc(COCC(F)(F)C(F)F)o1	-5.4	1.5
O=S(=O)(c1cnc[nH]1)N1CCc2ccccc21	10.3	-42.7
CCCCOC(=S)NC(=O)c1sc2ccccc2c1Cl	-24.8	·
Cc1cc(C)n2c(SCC(=O)Nc3c(C)n(C)n(-c4ccccc4)c3=O)nnc2n1	-6.4	·
CC1CCCC(N2C(=O)NC(NC(=O)c3ccco3)(C(F)(F)F)C2=O)C1C (stereo unspecified)	6.4	-17.8
CCOCCOC(=O)C1=C(C)N(C)C(=O)NC1c1ccccc1Cl (stereo unspecified)	·	-10.2
CCc1c(C)sc(NC(=O)c2cc(CC(C)C)on2)c1C#N	7.9	·
COc1ccc(-c2noc(C3CCCN(S(=O)(=O)c4cccc(Cl)c4)C3)n2)cc1OC (stereo unspecified)	-6.0	11.1
COC(=O)C1=C(C)N(c2cccc(Cl)c2)C(=O)C1	-12.4	2.1
COc1ccc(OC)c(NC(=O)NCc2ccc(F)cc2)c1	0.5	-0.2
O=C(COC(=O)c1cc(-c2cccs2)nc2ccccc12)NCc1ccco1	29.4	18.9
Cc1ccc2c(c1)C1(SCCS1)C(=O)N2	1.8	·
CCCCOc1ccc(C(=O)N2CCCC2C(=O)O)cc1 (stereo unspecified)	-12.3	-3.8
O=C(COC(=O)c1ccco1)Nc1ccc(Br)cc1	2.9	-1.5

The list goes on; the last two above are carried over.
SMILES	RmlC RmlD mix	HIV RNase H inh
CCCCOc1ccc(C(=O)N2CCCC2C(=O)O)cc1 (stereo unspecified)	-12.3	-3.8
O=C(COC(=O)c1ccco1)Nc1ccc(Br)cc1	2.9	-1.5
O=c1oc(-c2ccccc2)nc2c1cnn2-c1ccccc1	8.0	-16.8
COC(=O)COn1c(SC(C)C)nc2ccccc2c1=O	-11.7	·
O=C(Nc1ncc2c(n1)-c1ccccc1CC2)c1ccccc1	-1.9	·
CCOC(=O)c1cccc(C(=O)OCC)n1	·	-10.4
CCN(CC)c1ccc(CNc2ccc(Br)cn2)cc1	3.2	3.5
O=C(O)C1CCCN1S(=O)(=O)c1ccc2ccccc2c1 (stereo unspecified)	-15.6	-13.0
CCOC(=O)c1c(C)nc2ccccc2c1C	-46.4	·
O=C(Nc1nnc(CCN2CCOCC2)s1)c1ccccc1	-3.7	·
COc1ccc(C2COc3cc(O)ccc3C2)c(OC)c1O (stereo unspecified)	-4.2	·
COC(=O)c1ccc(N2CCN(S(=O)(=O)c3ccc(C)cc3)CC2)c([N+](=O)[O-])c1	-9.7	·
CN(C)c1ccnc(-n2cccc2/C=N/OCc2ccc(F)cc2Cl)c1C#N	4.1	·
Clc1cccc(/C=N/Nc2ncnc3ccccc23)c1	2.7	·
COc1cc(/C=N/NC(=O)COc2ccccc2C)ccc1OC(=O)c1cccs1	?	·
Cc1onc(-c2ccccc2)c1C(=O)N1CCN(CCc2ccccc2)CC1	-2.4	-50.0
CCCCOC(=O)NC1CCS(=O)(=O)C1 (stereo unspecified)	5.5	·
CC(C)C(NC(=O)C1CCCCC1)C(=O)Nc1ccccn1 (stereo unspecified)	10.1	-19.9
C#CCn1c(S(=O)(=O)Cc2ccccc2Cl)nc(-c2ccccc2)c1-c1ccccc1	-3.2	·
CCN(CCCNC(=O)COc1cc(=O)n(C)c2ccccc12)c1cccc(C)c1	-0.3	-24.1
CCCN(CCC)S(=O)(=O)c1cccc(C(=O)Nc2ccc3c(c2)OCO3)c1	·	-55.2
Cc1ccc(S(=O)(=O)N2CCC(=O)N(CCOC(=O)NCc3ccccc3)CC2)cc1	4.1	·
O=S(=O)(NCCO)c1cccc2cccnc12	-10.4	-7.2
O=c1[nH]ncn1-c1ccccc1C(F)(F)F	-16.3	·
COCc1cc(C)n(CC(=O)Nc2ccccc2C(=O)OC)c(=O)c1C#N	2.8	1.7
CC(=O)Nc1ccc(NS(=O)(=O)c2ccc3ccccc3c2)cc1	32.6	·
Cc1ccc2nc(SC(C)C(=O)NCc3ccco3)[nH]c2c1 (stereo unspecified)	-12.1	·

(list continues)
SMILES	RmlC RmlD mix	HIV RNase H inh
CCOC(=O)C1CCCN(c2nnnn2-c2ccccc2)C1 (stereo unspecified)	·	-9.3
C=CCOc1ccc(/C(O)=C2/C(=O)C(=O)N(CCCn3ccnc3)C2c2cccs2)cc1 (stereo unspecified)	85.4	1.7
CC(C(=O)OCC(=O)Nc1ncc(Cl)cc1Cl)N1C(=O)c2ccccc2C1=O (stereo unspecified)	-7.2	·
COc1cc2c(cc1OC)C1(Nc3c-2c(-c2ccccc2)nn3-c2ccccc2)C(=O)Nc2ccccc21 (stereo unspecified)	8.0	·
CCC(CC)C(=O)Nc1cccc(C(=O)c2ccccc2)c1	-6.0	·
O=C(CCS(=O)(=O)c1cccc2nsnc12)N1CCN(Cc2ccc3c(c2)OCO3)CC1	-10.1	3.5
COc1cccc(N2CCN(Cc3nc(N)nc(N4CCCc5ccccc54)n3)CC2)c1	-7.2	-16.9
CN(C)c1ccc(NC(=O)c2cccc(N3C(=O)C4C5C=CC(C5)C4C3=O)c2)cc1 (stereo unspecified)	-18.9	25.0
CCCSC1=C(C#N)C(c2ccc(OC)cc2)C2=C(CC(C)(C)CC2=O)N1 (stereo unspecified)	4.7	-2.8
CCOc1ccc(-n2cc(C(=O)Nc3cccc(C)n3)c3cc(OC)c(OC)cc3c2=O)cc1	-12.2	-40.4
CCc1nc(C)cn1S(=O)(=O)c1cc(Cl)c(OC)cc1Cl	-12.4	·
O=C(NCC1CCCO1)C1c2ccccc2C(=O)N1C1CCCCCC1 (stereo unspecified)	3.7	-7.8
CCN1CCN(c2nc3sc4c(c3c(=O)n2-c2ccc(OC)cc2)CCCCC4)CC1	1.3	·
COc1cccc2c1OCC1COc3c(c(=O)n(C)c(=O)n3C)C21 (stereo unspecified)	8.7	·
CCCc1nc(SCC(=O)Nc2ccc(N3CCOCC3)cc2)c2ccccc2n1	-30.4	·
COc1ccc(C(=O)Oc2c(C)occc2=O)cc1OC	-13.2	-16.8
CCN(CC)S(=O)(=O)c1cccc(NC(=O)c2cc3ccccc3o2)c1	-8.1	·
CCOC(=O)CCNC(C)C1COc2ccccc2O1 (stereo unspecified)	-2.7	-4.7
CCCCn1c(=O)c(C(=O)NCc2ccncc2)c(O)c2ccccc21	-6.3	8.0
COc1ccc(S(=O)(=O)Nc2cc(C(C)C)c(O)cc2C)cc1	-18.1	-5.5
O=C1CC(c2ccc3c(c2)OCO3)c2cc3c(cc2N1)OCCO3 (stereo unspecified)	7.2	-50.9
CCOC(=O)c1cc2c(=O)n3ccccc3nc2n(CCCOC)c1=NC(C)=O	·	-10.0
Cc1ccc(CNC(=O)CS(=O)(=O)CC(=O)O)cc1	13.7	·
CCc1cccc2c(C(=O)COC(=O)c3c(C)noc3C)c[nH]c12	-9.4	·
CCOc1ccc2nc(N3CCC(C(=O)N4CCN(C(=O)c5ccco5)CC4)CC3)sc2c1	-4.0	-0.9

A second format for some results above.
molecule | RmlC RmlD mix | HIV RNase H inh
CCCc1nc(SCC(=O)Nc2ccc(N3CCOCC3)cc2)c2ccccc2n1 | -30.4 | ·
COc1cc2c(cc1OC)C1(Nc3c-2c(-c2ccccc2)nn3-c2ccccc2)C(=O)Nc2ccccc21 (stereo unspecified) | 8.0 | ·

2 entries from above, as a markdown table.
| SMILES | RmlC RmlD mix | HIV RNase H inh |
| --- | --- | --- |
| CCN1CCN(c2nc3sc4c(c3c(=O)n2-c2ccc(OC)cc2)CCCCC4)CC1 | 1.3 | · |
| COc1cccc2c1OCC1COc3c(c(=O)n(C)c(=O)n3C)C21 (stereo unspecified) | 8.7 | · |

Following part.
SMILES	RmlC RmlD mix	HIV RNase H inh
COC(=O)c1c(C(=O)OC)c(C)n(Cc2ccco2)c1C	3.5	-4.2
Cc1nn(C)c(C)c1S(=O)(=O)N(CC(=O)NCc1cccs1)c1ccc(C(C)C)cc1	7.7	-14.8
Cc1nc(SCC(=O)N(C)C2CCCCC2)[nH]c(=O)c1Cc1ccccc1	12.5	·
Cc1nn(CC(=O)N2CCOCC2)c(=O)c2ccccc12	-0.9	-4.7
CCN(CC)c1nc(=S)nc(NC(C)(C)C)[nH]1	-1.3	·
CCOc1ccc(C(=O)N(C)C2CCS(=O)(=O)C2)cc1 (stereo unspecified)	2.2	-12.4
COc1ccc(Cc2nnc(SCC(=O)NCCc3ccccc3)o2)cc1	40.0	-6.9
Cc1cccc(NCc2nc(-c3ccccc3)no2)c1	6.5	-32.8
CCOC(=O)C1=C(C)NC(=O)NC1C1CC=CCC1 (stereo unspecified)	-8.9	-16.5
Cn1cccc1Cc1nnc(SCC(=O)Nc2ccc(Cl)cc2)n1-c1ccc(F)cc1	-2.6	-38.8
Fc1cccc(CCN2C(=S)NC[C@@H]2Cc2ccccc2)c1	-9.4	·
O=C(Nc1ccccc1C(=O)O)c1ccccc1	10.3	·
O=C(c1ccc(CS(=O)(=O)c2ccccc2)o1)N1CCC2(CC1)OCCO2	-10.9	0.3
CCOC(=O)C1CCCCN1Cc1ccc(OC)c(OC)c1OC (stereo unspecified)	-12.1	3.0
Cn1c(=O)c2c(SCc3cccnc3)nc(C3CC3)nc2n(C)c1=O	13.5	-35.8
CCC(C(=O)O/N=C(\N)c1ccccc1)c1ccccc1 (stereo unspecified)	7.7	·
CCCn1c(SCC(=O)c2cc(C)ccc2C)n[nH]c1=O	-2.8	·
Cc1ccccc1CSCC(Nc1ccc(C(=O)O)cc1[N+](=O)[O-])C(=O)O (stereo unspecified)	-8.4	·
CCn1c2ccccc2c2cc(NC(=O)CSc3nnc(-c4cccc(C)c4)o3)ccc21	-10.4	·
CCc1cc2c(NCC3CCCO3)nc(C)nc2s1 (stereo unspecified)	11.8	·
CCOC(=O)c1ccc(N2C(=O)c3n[nH]c(C)c3C2c2ccc(O)cc2)cc1 (stereo unspecified)	-9.7	4.0
Cc1cccc(C(=O)N/N=C/c2ccc3c(c2)OCO3)n1	-8.6	·
CC1(C)CC(N(Cc2cccs2)C(=O)c2ccco2)CCO1 (stereo unspecified)	4.5	-7.3
Cc1cc(NC(=O)c2ccc(COc3ccc(Cl)c(C)c3)o2)no1	-9.4	31.3
CCN(CC)C(=O)C1CCCN(Cc2ccc(OC)c(C)c2)C1 (stereo unspecified)	-8.2	-2.2

Next results:
SMILES	RmlC RmlD mix	HIV RNase H inh
CCC1CCCCN1CCCNC(=O)C1CCC(=O)N1Cc1ccc(C)cc1 (stereo unspecified)	·	-5.7
CC(=O)CSc1ncnc2nc[nH]c12	4.8	-8.8
COC(=O)c1scc(C)c1N/N=C(\C)c1ccc(F)cc1F	-3.7	·
CCCCS(=O)CC(COCc1ccccc1)OC(=O)CSc1nc(C)cc(C)n1 (stereo unspecified)	7.0	-10.5
Cc1ccc2oc(=O)c3cnn(CC(=O)N(Cc4ccco4)C4CCCCC4)c3c2c1	-6.4	·
O=C(c1ccccc1F)N1CCN(CC2CC3C=CC2C3)CC1 (stereo unspecified)	-25.9	-2.2
Cc1ccc(C)c(N(C(=O)Cn2nnc3ccccc32)C(C(=O)NCc2ccco2)c2ccncc2)c1 (stereo unspecified)	2.7	-2.8
COc1ccc(CCNC(=O)c2ccco2)cc1	8.6	-4.5
OCOCCCn1c(C2CCCN2c2nc(-c3ccc(F)cc3)cs2)nc2cc(Cl)c(N3CCCCC3)cc21 (stereo unspecified)	5.4	·
Cc1sc2nc(C)n(/N=C/c3ccc(O)cc3)c(=O)c2c1C	-22.0	·
CC(C)CNS(=O)(=O)c1ccc(CCC(=O)NCC2CCCO2)cc1 (stereo unspecified)	5.0	18.5
CCOC(=O)C1=C(CNC2CCCCC2)NC(=O)NC1c1cc(C)ccc1C (stereo unspecified)	7.5	-1.2
O=C1Nc2ccccc2C12OCC(COc1ccc(Cl)cc1)O2 (stereo unspecified)	-8.8	-31.2
Cc1occc1C(=O)N/N=C/c1cccnc1	-11.6	·
CCOc1cc(-c2cn(S(=O)(=O)c3cccc4nsnc34)nc2N)cc(OCC)c1OCC	13.4	·
O=[N+]([O-])c1cccc(S(=O)(=O)N2CCC(c3nc(-c4ccncc4)no3)CC2)c1	12.3	·
COCCCNc1nc2c(c(=O)[nH]c(=O)n2C)n1CC(O)COc1ccccc1C (stereo unspecified)	-6.9	2.5
COC(=O)c1ccc(Oc2cc(C)nc(-n3nc(C)cc3C)n2)cc1	3.9	-2.7
COc1cccc(C(=O)NC(Cc2ccccc2)c2ccc3c(c2)OCCCO3)c1 (stereo unspecified)	8.5	·

Sorted by length of the SMILES (ascending): some entries from above
SMILES	RmlC RmlD mix	HIV RNase H inh
O=C1Nc2ccccc2C12OCC(COc1ccc(Cl)cc1)O2 (stereo unspecified)	-8.8	-31.2
CCC1CCCCN1CCCNC(=O)C1CCC(=O)N1Cc1ccc(C)cc1 (stereo unspecified)	·	-5.7
COC(=O)c1ccc(Oc2cc(C)nc(-n3nc(C)cc3C)n2)cc1	3.9	-2.7
